NLRP3 yeast inh: blocks the NALP3 inflammasome reconstituted in yeast; 0.39% of 330,000 active; Yeast reconstituted NLRP3/ASC/caspase-1, beta-gal luminescence, 24 h; inhibition, % at 10 µM;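 active means inhibition of 50% or more; inactive means inhibition below 50%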;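 further: plate controls were induced DMSO wells for no effect and uninduced yeast grown without galactose for full effect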
tim10-1 inh: growth inhibitors of tim10-1 mutant yeast; inhibition, % at 20 µM; AID 463190; S. cerevisiae tim10-1 ts strain growth, BacTiter-Glo, 24 h; 2.2% of 330,000 active;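 active means inhibition of at least 40%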;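 further: mutant grown at 25 °C; 0% = DMSO wells with yeast and 100% = wells holding no yeast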
hIAP act: human IAP activation. activation factor at 10 µM. P09923. purified human IAP, CDP-Star luminescence, 30 min; active compounds read high; 1 = vehicle-only enzyme, 0 = enzyme-free background. 0.16% of 330,000 active;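 active means activation factor of the enzyme at least 2-fold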; further: the source names both 10 and 20 µM as test concentration; values of inactives mirror those of a sister screen read the other way
Target sequence (P09923 whole entry, looked up): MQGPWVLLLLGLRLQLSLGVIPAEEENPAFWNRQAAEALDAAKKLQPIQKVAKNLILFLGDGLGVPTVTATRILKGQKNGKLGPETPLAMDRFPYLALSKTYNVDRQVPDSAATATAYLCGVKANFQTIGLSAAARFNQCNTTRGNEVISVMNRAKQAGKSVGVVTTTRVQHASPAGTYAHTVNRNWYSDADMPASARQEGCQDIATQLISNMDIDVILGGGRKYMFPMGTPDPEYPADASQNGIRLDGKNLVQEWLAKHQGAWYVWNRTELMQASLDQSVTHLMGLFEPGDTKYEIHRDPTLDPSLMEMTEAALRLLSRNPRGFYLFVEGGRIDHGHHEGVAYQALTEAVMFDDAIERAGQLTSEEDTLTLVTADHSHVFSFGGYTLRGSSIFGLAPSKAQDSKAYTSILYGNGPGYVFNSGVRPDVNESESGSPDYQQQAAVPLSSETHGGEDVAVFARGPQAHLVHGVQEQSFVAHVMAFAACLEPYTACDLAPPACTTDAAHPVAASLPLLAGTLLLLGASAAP
mIAP block: blocks mouse intestinal alkaline phosphatase. purified mouse IAP, CDP-Star luminescence, 30 min. inhibition, % at 10 µM. 0.2% of 330,000 active;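 active means inhibition of at least 40% at 10 µM in the primary screen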;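 further: plate controls were DMSO with enzyme for no effect and no enzyme wells for full effect; values of inactives mirror those of a sister screen read the other way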
mIAP activ: mouse IAP activation. muIAP, CDP-Star luminescence, 30 min; active compounds read high; 1 = vehicle-only enzyme signal, 0 = enzyme-free wells. activation factor at 10 µM. 0.24% of 330,000 active;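 active means activation factor of at least 2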; further: the source names both 10 and 20 µM as test concentration; values of inactives mirror those of a sister screen read the other way
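also added = chemiluminescent substrate CDP-Star | test system = mouse IAP enzyme | signal = chemiluminescence readout | compound = DMSO-dissolved test compounds | incubation = 30 min at room temperature | benchmarks = DMSO wells, no-enzyme wells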
Apaf-1 inh: blocks human Apaf-1 apoptosome activity; 0.71% of 330,000 active; reconstituted apoptosome caspase-3 activity, DEVD-Rh110 fluorescence; inhibition, % at 20 µM; O14727; AID 489030; active means inhibition of at least 40% at 20 µM;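 further: plate controls were DMSO wells for no effect and DEVD-CHO caspase inhibitor wells for full effect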
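System: reconstituted apoptosome with Apaf-1, cytochrome c, caspase-9, procaspase-3, dATP; Signal: Rh110 fluorescence intensity; Schedule: 30 min compound preincubation, 50 min activation, room temperature; Reagent: cytochrome c trigger plus (Z-DEVD)2-Rh110 caspase-3 substrate.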
hIAP block: human IAP inhibition. inhibition, % at 10 µM. purified IAP, CDP-Star luminescence, 30 min. 0.12% of 330,000 active. AID 2544;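 active means inhibition reaching a set limit with compound at 10 µM in the primary screen, cut at about 35% in these data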;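 further: plate controls were DMSO wells with enzyme for no effect and no-enzyme buffer wells for full effect; values of inactives mirror those of a sister screen read the other way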
TIM10 inh: inhibits growth of TIM10 yeast strain | S. cerevisiae TIM10 strain growth, BacTiter-Glo luminescence, 24 h | inhibition, % at 10 µM | 1.4% of 330,000 active;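 active means inhibition of 40% or more at the single tested concentration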;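 further: wild-type TIM10 isogenic control strain grown at permissive 25 °C; 0% = DMSO yeast wells and 100% = minimal medium wells without yeast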
ATG4B inh: blocks human ATG4B protease cleavage of LC3 substrate; AID 504462; 0.51% of 340,000 active; ATG4B cleavage of LC3-PLA2, NBD-HPC fluorescence, 1 h; Q9Y4P1; inhibition, % at 8.33 µM; in the data active means inhibition above about 40%
Target sequence (Q9Y4P1 whole entry, looked up): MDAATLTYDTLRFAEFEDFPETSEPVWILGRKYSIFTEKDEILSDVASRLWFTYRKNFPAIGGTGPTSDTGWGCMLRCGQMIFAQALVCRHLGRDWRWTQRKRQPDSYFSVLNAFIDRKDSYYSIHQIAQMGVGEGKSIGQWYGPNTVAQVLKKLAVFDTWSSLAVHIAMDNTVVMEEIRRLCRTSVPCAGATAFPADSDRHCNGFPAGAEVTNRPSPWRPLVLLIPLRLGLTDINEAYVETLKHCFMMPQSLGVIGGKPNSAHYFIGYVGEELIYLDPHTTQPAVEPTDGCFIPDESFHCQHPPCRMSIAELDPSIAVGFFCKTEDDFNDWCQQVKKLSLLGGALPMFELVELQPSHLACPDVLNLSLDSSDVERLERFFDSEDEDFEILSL
Active calls of the source: *; x = not tested or not shown.

Molecule,tim10-1 inh,hIAP act,Apaf-1 inh,NLRP3 yeast inh,ATG4B inh,mIAP activ,mIAP block,TIM10 inh,hIAP block
CCC1(c2ccc(F)cc2)NC(=O)N(CC(=O)NCc2ccc(F)cc2)C1=O (centres undefined),8,1.1,11,-1,-3,1.1,-6,-8,-7
CCCS(=O)(=O)c1c(S(=O)(=O)CCC)c2c(C)cccn2c1C(=O)OC,0,1.1,-13,6,2,0.93,7,7,-11
O=[N+]([O-])c1ccc(O)c(/C=N/Nc2nn[nH]n2)c1,7,1.4,9,2,14,0.91,9,7,-41
COc1cc(C2Nc3ccccc3C(=O)N2c2ccccc2)ccc1O (centres undefined),-6,1,5,4,11,1,0,5,-2
Cc1ccc2nc(-c3ccccc3N)[nH]c2c1,28,1,8,42,3,1.1,-14,44*,-2
Cc1nonc1C1CCCN1Cc1nc(-c2ccccc2Cl)oc1C (centres undefined),18,0.95,-13,12,1,0.94,6,13,5
Cc1nnc2c(-c3ccccc3)nc3ccccc3n12,32,1.2,6,2,-5,1.1,-12,13,-24
O=C(CCc1nc2ccccc2s1)NC1CCOC1=O (centres undefined),-8,0.94,-21,0,-5,0.94,6,0,6

Not a retest: an excerpt of the list.
Molecule,tim10-1 inh,hIAP act,Apaf-1 inh,NLRP3 yeast inh,ATG4B inh,mIAP activ,mIAP block,TIM10 inh,hIAP block
CCC1(c2ccc(F)cc2)NC(=O)N(CC(=O)NCc2ccc(F)cc2)C1=O (centres undefined),8,1.1,11,-1,-3,1.1,-6,-8,-7
CCCS(=O)(=O)c1c(S(=O)(=O)CCC)c2c(C)cccn2c1C(=O)OC,0,1.1,-13,6,2,0.93,7,7,-11

(cont.)
Molecule,tim10-1 inh,hIAP act,Apaf-1 inh,NLRP3 yeast inh,ATG4B inh,mIAP activ,mIAP block,TIM10 inh,hIAP block
COc1ccc(/C=C(/NC(=O)c2ccccc2)C(=O)N/N=C/c2ccncc2)cc1,3,1,2,19,-5,1,-3,-5,-4
CC(C)(C)C1(C)OC(C(N)=O)C(C(N)=O)O1 (centres undefined),11,1.1,0,10,-9,1,-2,8,-14
CNS(=O)(=O)c1cccc(C(=O)OC2CCCCC2=O)c1 (centres undefined),-13,0.99,-9,21,4,1,0,-11,1
O=c1c2c3c(sc2ncn1/N=C/c1ccc([N+](=O)[O-])o1)CCCC3,-21,0.97,21,35,0,0.91,9,69*,3
CN(C)C1(CNC(=O)C2CCN(S(=O)(=O)c3c(Cl)cccc3Cl)CC2)CCCCC1,6,0.97,4,3,-10,0.96,4,-5,3
Cc1ccc(S(=O)(=O)Nc2nc(C)c(C(=O)Nc3ccccc3)s2)cc1,17,1.2,4,4,-10,0.96,4,21,-18
COc1ccccc1Nc1nnc(SCc2cc(=O)n3cc(C)ccc3n2)s1,24,1.1,1,3,-2,0.97,3,23,-12
Cn1nnnc1SCc1nnc(-c2ccc(F)cc2)o1,-8,0.66,-16,14,-5,0.96,4,-3,34
CCOC(=O)c1c(S(=O)(=O)Nc2ccc(F)cc2C)c(C)n(C)c1C,21,0.92,-1,2,-6,0.96,4,21,8
CC1(C)NC(=O)N(CCCSc2ccc(Cl)cc2)C1=O,20,1,-11,3,-7,0.92,8,-3,0
O=C1CC(=O)C(n2cncn2)C(c2c(F)cccc2Cl)C1 (centres undefined),-10,0.9,-12,-5,-8,1.1,-6,9,10
CC(=O)c1c(C)[nH]c(C(=O)OCC(=O)NCCC(C)C)c1C,12,1,-7,2,-3,1,-3,-6,-3
CC(=O)Nc1ccc(S(=O)(=O)N(C)c2ccccc2)cc1,18,0.84,-14,-7,6,0.95,5,3,16
COC(=O)Cc1ccc(NC(=S)Nc2ccc(N3CCOCC3)cc2)cc1,-13,1,-2,8,0,0.93,7,-3,-2
Cc1onc(-c2c(F)cccc2Cl)c1C(=O)OCC(=O)c1c[nH]c2ccccc12,3,0.86,-16,-5,6,1,-1,3,14
CCCCCCCCCC(=O)Nc1cccnc1,21,1.1,1,14,x,1.1,-9,19,-11

Structures from the list above containing a nitro group on carbon:
Molecule,tim10-1 inh,hIAP act,Apaf-1 inh,NLRP3 yeast inh,ATG4B inh,mIAP activ,mIAP block,TIM10 inh,hIAP block
O=[N+]([O-])c1ccc(O)c(/C=N/Nc2nn[nH]n2)c1,7,1.4,9,2,14,0.91,9,7,-41
O=c1c2c3c(sc2ncn1/N=C/c1ccc([N+](=O)[O-])o1)CCCC3,-21,0.97,21,35,0,0.91,9,69*,3

(listing goes on)
Molecule,tim10-1 inh,hIAP act,Apaf-1 inh,NLRP3 yeast inh,ATG4B inh,mIAP activ,mIAP block,TIM10 inh,hIAP block
CCC(=O)NC(=S)Nc1ccc(NC(=O)COc2ccc([N+](=O)[O-])cc2)cc1,38,1.1,-1,0,7,1,-1,30,-12
O=C(Nc1cnn(Cc2ccccc2)c1)NC12CC3CC(CC(C3)C1)C2,39,0.84,24,-6,16,2.1*,-112,26,16
CCn1c(SCC(=O)Nc2cc(C)on2)nc2c([nH]c3ccccc32)c1=O,-16,1.2,4,19,4,1,0,-28,-16
c1ccc(C2=Nc3cccnc3C(c3ccccc3)=NN2)cc1,6,1,-2,5,-5,1.2,-18,10,-4
COCCNS(=O)(=O)c1ccc(C2CNC(=O)C2)cc1 (centres undefined),0,0.9,1,26,0,0.95,5,3,10
O=c1nc(-c2ccccc2Cl)c2cc(F)ccc2[nH]1,-6,0.88,6,20,-7,1,0,-7,12
CCCC(=O)Nc1ccc(-c2cnc(-c3ccc(NC(=O)CCC)cc3)nc2)cc1,16,1,-9,14,-6,1,-5,-23,-3
O=C(/C=C/c1ccccc1[N+](=O)[O-])NCCCN1CCCC1=O,-15,0.96,20,-3,-3,0.94,6,-2,4
O=C(Nc1ccc(F)cc1)c1cc(S(=O)(=O)N2CCCCC2)cs1,9,0.89,11,-13,-7,1,0,-5,11
CCc1nc(C)cn1S(=O)(=O)c1cc(F)ccc1OC,7,1.1,-6,8,-7,1,0,12,-7
CC(=O)c1cc(-c2ccccc2)n(CCC(=O)NC(C)(C)C)c1C,19,1,-13,9,-1,0.95,5,11,-1
COc1ccc(NC(=O)c2nc[nH]c2C(=O)Nc2ccccc2C)cc1,11,1.3,0,4,-6,0.98,2,28,-30
Cc1ccccc1CNc1ccc(C(CC(N)=O)NC(=O)c2ccc(Br)cc2)cc1[N+](=O)[O-] (centres undefined),-1,0.9,22,5,2,0.93,7,9,10
CC(C(=O)O)n1nnc2ccccc21 (centres undefined),-7,0.98,-11,2,3,1.1,-11,-25,2
CCN(CC)C(=O)CSC(Nc1ccc(F)cc1)=C(C#N)C#N,-3,0.89,28,9,-6,0.82,18,-9,11
Cc1ccc(NC(=O)COC(=O)c2cccnc2)c(C)c1,-11,0.89,-5,16,0,0.97,3,4,11
CCC1CCCCN1CCCNC(=O)c1nn(C)c2c1CS(=O)(=O)c1ccccc1-2 (centres undefined),18,0.92,-13,11,-8,0.95,5,17,8
Cc1csc(=O)n1CC(=O)Nc1nc2ccccc2s1,2,0.98,15,2,-9,1.1,-8,6,2
Cc1ccc(N=Nc2c(=O)[nH]n3c(=O)cc(C)[nH]c23)cc1,6,1.8,4,31,-7,0.63,37,-1,-84
O=C(Nc1ccc(Cl)cn1)C1C(c2ccccc2)C1(Cl)Cl (centres undefined),46*,1,16,17,36,1.2,-19,9,0
COC(=O)c1cnc(Nc2ccc(Cl)cc2)c([N+](=O)[O-])c1,-4,1.1,-2,13,3,0.81,18,6,-14
Cn1cnc2c1c(=O)n(Cc1ccc(Cl)cc1Cl)c(=O)n2C,-7,1.1,-1,21,-7,1.1,-11,-9,-14
Cc1cc(Br)ccc1SCC(=O)OCC(=O)NC(C)c1ccccc1 (centres undefined),19,0.93,18,19,-4,0.96,4,-2,7
Cc1cc(C(F)F)nn1CC(=O)Nc1cc([N+](=O)[O-])ccc1F,14,0.98,-7,6,-3,0.94,6,7,2
COc1cc(OC)cc(C(=O)N2CCN(Cc3ccccc3C(F)(F)F)CC2)c1,28,1.2,7,-7,13,0.92,8,16,-17
COc1ccc(-c2[nH]ncc2CN(C)Cc2c(C)n[nH]c2C)c(OC)c1,10,1.3,-8,-8,-5,1.1,-15,-12,-33
Cc1onc(-c2ccccc2)c1C(=O)OCC(=O)Nc1ccccc1,16,1,6,20,-6,1,0,5,0
CCOc1cc(C(C#N)N2CCCCC2)ccc1OC (centres undefined),14,1.1,7,17,-10,0.99,1,19,-13
COc1cc(OC)c2c(C)cc(=O)oc2c1C(CCN1CCOCC1)c1ccc2c(c1)OCO2 (centres undefined),-3,1,35,14,-12,1.1,-13,-1,-1
O=C(Nc1ccc(N2CCCC2)c(Cl)c1)c1ccco1,-19,0.98,4,25,3,1,-4,-8,2
O=C(Cc1ccccc1)NCCc1cnc[nH]1,10,1,-3,17,0,0.85,15,0,-4
Cc1nnc(N(C(=O)c2cnccn2)c2ccccc2)s1,9,0.94,-3,3,1,0.95,5,4,6
CC(=O)c1ccc(N(C(=O)c2csnn2)C(C(=O)NC2CCCC2)c2ccccc2)cc1 (centres undefined),10,0.92,4,0,-8,1,-2,-10,8
Cc1ccc(NC(=O)c2ccc(S(=O)(=O)N3CCCC3)cc2)nc1,4,1,9,28,-6,0.98,2,4,-4
COCCN1CCN(Cc2nc(Cc3ccc(OC)c(OC)c3)no2)CC1,20,1.2,2,-7,-9,1.1,-10,-7,-19
O=C(NCc1cccnc1)C(=O)N/N=C/c1ccccc1[N+](=O)[O-],3,1,-12,18,-5,0.97,3,8,-1
CCCn1c(SCC(=O)N2CCc3ccccc32)nnc1-c1ccncc1,15,1.1,-8,14,x,1,0,-1,-6
O=C(CSc1nc2ccccc2s1)Nc1nccs1,21,1.1,14,10,-1,1,-4,8,-14
Cc1ccc(O)c(C(=O)c2coc(=N)c(C(=O)NC(C)C)c2)c1,14,0.92,4,1,1,0.93,7,-4,8
COC(=O)C1=C(C)N(c2cc(Cl)cc(Cl)c2)C(=O)C1,56*,0.98,7,-6,-8,0.89,11,33,2
O=C(NN1CCOCC1)c1ccc(Cl)s1,-4,1.2,0,11,-6,0.97,3,-2,-24
Cc1nc(N2CCN(C(=O)CCC(=O)O)CC2)c2c(C)c(C)sc2n1,13,1.2,-10,7,-1,1,0,15,-25
CC(Nc1nc(C(F)(F)F)nc2ccccc12)c1cccs1 (centres undefined),43*,0.99,19,-20,10,0.99,1,20,1
CSc1ccc(S(=O)(=O)NCC(=O)OC(C)C(=O)NCc2ccccc2)cc1[N+](=O)[O-] (centres undefined),5,1.1,6,15,8,0.98,2,1,-5
CCC(NC(=S)NCc1ccccc1)C(=O)O (centres undefined),4,0.85,-4,-10,0,0.92,8,10,14
CCCCn1c(N)c(N(CC(C)C)C(=O)Cn2c(=O)cnc3ccccc32)c(=O)[nH]c1=O,29,1.1,1,24,-3,1.1,-5,2,-10
CCNC(=O)COC(=O)c1cc(C)n(-c2ccccc2)c1C,2,1.1,5,10,3,1.2,-22,-13,-5
COC(=O)c1ccccc1NC(=O)Cn1cnc2c(cnn2-c2ccc(C)c(C)c2)c1=O,-20,1.2,12,-10,-6,1.1,-9,-34,-18
CNC(=O)C(Sc1nc(C)nc2c1oc1ccccc12)C(C)=O (centres undefined),29,0.9,-3,-13,0,0.89,11,11,10
Cc1ccc(C)c(NC(=S)NCc2ccccc2)c1,10,0.92,-5,12,2,0.99,1,-1,8

Screens (PubChem)
